High-throughput results as filed in PubChem.
NR2F2 inh: inhibitors of human COUP-TFII (NR2F2); P24468; HEK293T NGFI-A luciferase reporter, luminescence; inhibition, % at 8.6 µM; actives 0.7% (n = 370,000); AID 686940;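 active = inhibition above a per-plate cutoff, mean inhibition of test wells between control levels plus 3 SD, cut at about 38% in these data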;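 also: cells cotransfected with COUP-TFII expression vector driving the NGFI-A reporter; 0% = median of COUP-TF2 test wells and 100% = reporter-only cells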
Target sequence (P24468 whole entry, looked up): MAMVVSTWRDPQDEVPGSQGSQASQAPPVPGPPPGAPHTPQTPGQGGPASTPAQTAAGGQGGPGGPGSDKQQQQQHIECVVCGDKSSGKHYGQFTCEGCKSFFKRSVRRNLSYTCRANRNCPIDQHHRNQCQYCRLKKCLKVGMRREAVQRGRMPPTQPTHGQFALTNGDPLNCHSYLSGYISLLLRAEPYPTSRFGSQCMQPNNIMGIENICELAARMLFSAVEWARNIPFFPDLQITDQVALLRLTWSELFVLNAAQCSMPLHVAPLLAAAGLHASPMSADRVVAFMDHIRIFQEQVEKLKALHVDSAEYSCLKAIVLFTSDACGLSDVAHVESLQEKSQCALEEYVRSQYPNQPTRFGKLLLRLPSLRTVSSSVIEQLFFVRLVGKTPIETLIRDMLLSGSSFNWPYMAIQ
Starred values were filed as active, the others as inactive; & = joins results of further samples. Only part of the results is shown; rates above refer to the full screens.

SMILES	NR2F2 inh
COC(=O)[C@]1(CC(C)C)NC=C(C(=O)c2ccccc2)[C@@H]1c1cccc(C(F)(F)F)c1	14
CCCN1CCCCC(NC(=O)c2c(F)cccc2F)C1=O (centres undefined)	5
O=C(N[C@H](C(=O)N1CCC[C@H]1C(=O)NC1CCCC1)C1CCCCC1)c1ccc(Cl)cc1Cl	18
CC(C)(C)OC(=O)C1[C@H](O)C=CC[C@H]1S(=O)c1ccccc1 (some centres undefined)	-20
NS(=O)(=O)c1ccc(NC(=S)N2CCN(S(=O)(=O)c3ccc(F)cc3)CC2)cc1	12
Cc1noc(C)c1CCC(=O)N1CCCC(CCC(=O)NCc2ccccc2F)C1 (centres undefined)	-2
CCOC(=O)[C@]12CCCC3=C1N(CCC3)C(=O)[C@@H](CC(=O)NCc1cccc3ccccc13)C2	-2
COC(=O)[C@]12C[C@H](CC(=O)N3CCCC3)C(=O)N(Cc3cccc4ccccc34)C1=C[C@H](C1CCCC1)O[C@@H]2C	2
O=C(NC1CCCCC1)OCCN1CCN(Cc2ccccc2)CCC1=O	-13
COc1ccc(S(=O)(=O)N2CCCc3nc(-c4ccc(Br)cc4)ccc32)cc1	-5
CN(C)CC(=O)N[C@H]1C[C@@H]2O[C@@H](CO)CC[C@@H]2O[C@@H]1CCc1ccc(-c2ccc(F)cc2)cc1	-25
COC(=O)[C@H](C(C)C)N(Cc1cn(Cc2ccccc2)nn1)S(=O)(=O)c1ccc(F)cc1Br	22
O=C(Cc1ccccc1F)N1CCC(n2nnc3ncccc32)CC1	-4
COc1cc(C(=O)N2CCCN(c3nc4cc(C)ccc4cc3C#N)CC2)cc(OC)c1OC	6
Cc1occc1CNc1ncnc2ccc(-c3ccc4c(c3)OCO4)cc12	-6
O=C(CSc1ncnc2sc3c(c12)CCCC3)Nc1ccc(Oc2ccccc2)cc1	-7
COC(=O)C1=C(C)N(Cc2ccccc2C(F)(F)F)C(=NCc2ccc(C(F)(F)F)cc2)NC1c1cccc(F)c1 (centres undefined)	11
COc1cc2c(cc1OC)C(C(=O)O)C(c1ccc3c(c1)OCO3)N(C)C2=O (centres undefined)	3
CCC[C@H]1[C@@H](OC(=O)NCCc2ccccc2)CC[C@@]23CCCN2C(=O)CCC[C@@H]13	17
COc1ccc(NC(=O)N(C)C[C@H]2OCc3cn(nn3)CCCC(=O)N([C@H](C)CO)C[C@@H]2C)cc1	-2
CC(=O)c1cc(-c2ccc(S(C)(=O)=O)cc2)c(=O)n2c1CCC2	-12
Nc1nc2c(ncn2[C@@H]2O[C@H](C(=O)N[C@@H](Cc3ccccc3)C(=O)NCC3CCCCC3)[C@@H](O)[C@H]2O)c(=O)[nH]1	-6
Cc1cccn2c(=O)c(C=NCCO)c(Nc3ccc(Cl)cc3)nc12	-1
Cc1oc2c(c(C)nn2-c2ccccc2)c(=O)c1Cl	-7
COc1cccc(C(=O)n2ccc3ccc(-c4ccc5ccn(C(=O)c6cccc(OC)c6)c5c4)cc32)c1	-20

Overlap with the part before: 2 compounds, followed by the next part.
SMILES	NR2F2 inh
Cc1oc2c(c(C)nn2-c2ccccc2)c(=O)c1Cl	-7
COc1cccc(C(=O)n2ccc3ccc(-c4ccc5ccn(C(=O)c6cccc(OC)c6)c5c4)cc32)c1	-20
COC(=O)C1CN(Cc2ccc(C)cc2)CCS(=O)(=O)N1Cc1cn(Cc2ccc(OC)cc2)nn1 (centres undefined)	3
COCCCNC(=O)C[C@H]1C[C@@]2(C(=O)OC)C(=C[C@H](C3CCCC3)O[C@@H]2C)N(Cc2ccccc2)C1=O	-8
O=C1[C@@H](C2CC2)[C@@H]2c3ccccc3C=NN2[C@@H]2c3ccccc3C=NN12	-13
COC(=O)[C@]12C[C@H](CC(=O)NCC3CCCCC3)C(=O)N(CCC3=CCCCC3)C1=C[C@H](C1CCCC1)O[C@@H]2C	13
CC(C)C[C@@H]1COc2cccc(F)c2S(=O)(=O)N1C	-22
C[C@H](c1ccccc1)N1C[C@@H](COCc2ccccc2)Oc2cccc(Oc3ccccc3)c2S1(=O)=O	5
COCCCN1C(=O)[C@H](CC(=O)NCc2ccc(C)o2)[C@]2(C(=O)OC)CCCCC=C12	-4
CC(C)[C@H](N)C(=O)N[C@H](C(=O)N1CCC2CCN(Cc3ccccc3)CC21)C(C)C (some centres undefined)	-9
CC(C)N(C(=O)Nc1ccc2nsnc2c1)C(C)C	7
COC(=O)[C@]12C[C@H](CC(=O)N3CCCC3)C(=O)N(Cc3ccc(Cl)cc3Cl)C1=C[C@H](C(C)(C)C)O[C@@H]2C	8
O=C1N(CCCO)CCC12CCC(c1ccccc1)CC2 (centres undefined)	1&-2
O=C(CCc1ccccc1)N[C@H]1[C@H](OC(=O)c2ccc3ccccc3n2)CCC[C@@]12C(=O)N(Cc1ccccc1)c1ccccc12	-14
Cc1ncc(/C=C2\C(=O)Nc3ccccc32)[nH]1	-15
N/C(=N\OC(=O)COc1cc(Cl)c(Cl)cc1Cl)c1ccncc1	13
CCCCN1CN2CCc3ccccc3C2CS1(=O)=O (centres undefined)	-68
CCOC(=O)C1=C(C)N(CCCC(=O)O)C(=O)NC1c1ccc(C(F)(F)F)cc1 (centres undefined)	-8
Cc1ccc(NC(=O)Cc2ccc(F)cc2)c(S(=O)(=O)N2CCOCC2)c1	-3
O=C(Nc1ccccc1[N+](=O)[O-])NC1CCCCN(Cc2ccc(Cl)cc2)C1=O (centres undefined)	14
COC(=O)[C@]12C[C@H](CC(=O)NCc3ccc(C)o3)C(=O)N(Cc3ccco3)C1=C[C@H](C1CCCC1)O[C@@H]2C	31
O=S1(=O)c2c(cccc2N2CC[C@@H](O)C2)OCCCN1C1CC1	-18
Nc1ncnc2c1ncn2[C@@H]1O[C@H](C(=O)N[C@@H](CCc2ccccc2)C(=O)O)[C@@H](O)[C@H]1O	6
O=C(NCCc1c[nH]c2ccccc12)OCc1cn(Cc2ccccc2C(F)(F)F)nn1	-10
Cc1c(C(O)(c2ccccc2)c2ccccc2)[n+]2ccccc2n1C	-40
O=C1[C@@H](c2ccccc2)[C@@H](c2ccccc2)N1c1ccccc1	-2
CCCCS(=O)(=O)N1CCCc2nc(-c3ccc(Br)cc3)ccc21	11

A different layout for some results above:
> COCCCNC(=O)C[C@H]1C[C@@]2(C(=O)OC)C(=C[C@H](C3CCCC3)O[C@@H]2C)N(Cc2ccccc2)C1=O
  NR2F2 inh: -8

> O=C1[C@@H](C2CC2)[C@@H]2c3ccccc3C=NN2[C@@H]2c3ccccc3C=NN12
  NR2F2 inh: -13

> COC(=O)[C@]12C[C@H](CC(=O)NCC3CCCCC3)C(=O)N(CCC3=CCCCC3)C1=C[C@H](C1CCCC1)O[C@@H]2C
  NR2F2 inh: 13

> CC(C)C[C@@H]1COc2cccc(F)c2S(=O)(=O)N1C
  NR2F2 inh: -22

Remaining list, next part
SMILES	NR2F2 inh
CC(C)CCNC(=O)c1ccc(Cl)c(NC(=O)Cc2ccccc2)c1	-4
CC(c1cc(F)ccc1O)c1c[nH]c2ccccc12 (centres undefined)	9
CC(=O)N1CCN(c2cc(C)nc3nc(C)nn23)CC1	-3
O=C(Nc1cccnc1)c1ccc(CSc2ccc(Cl)cc2)o1	28
CCCCN(C)C(=O)c1ccc2c(c1)NC(=O)C(C)(C)O2	-17
CC(/C=N/NC(=O)CSc1nnc(SCc2ccc(C)cc2)s1)=C\c1ccco1	9
COc1cccc(CNS(=O)(=O)c2cc(Br)ccc2Br)c1OC	9
COc1ccc(C(=O)N2CCC[C@H]2C(=O)N2CCC[C@@H]2C(=O)NCc2ccccc2)cc1F	-7
O=C(/C(=C/c1ccncc1)n1ccnc1)c1ccc(Cl)cc1Cl	4
O=C1CCc2cc(S(=O)(=O)N3CCN(Cc4cccc5c4OCO5)CC3)ccc2N1	14
CN1[C@@H](Cc2ccccc2)COc2cccc(N3CCCC3)c2S1(=O)=O	12
C=CCN1C(=O)[C@@H](CC(=O)NCCCOC)[C@]2(C(=O)OC)CCCCC=C12	14
CCN1C(=O)N[C@H]2C[C@@H](c3ccccc3)[C@@H](C)[C@@H](C(=O)N3CCCC3)C[C@H]21	-9
O=C1C=C(c2cccc3c2Oc2ccccc2S3)C[C@@H](c2ccc3c(c2)OCO3)C1	-7
COC(=O)[C@]12C[C@H](CC(=O)NCc3ccccc3)C(=O)N(CCc3ccc(OC)c(OC)c3)C1=C[C@H](COCc1ccccc1)O[C@@H]2C	4
COC(=O)[C@]12C[C@H](CC(=O)NCC34CC5CC(CC(C5)C3)C4)C(=O)N(Cc3cccc4ccccc34)C1=C[C@H](COCc1ccccc1)O[C@@H]2C	-4
O=C(CSC1CCc2ccccc21)NN=Cc1ccco1 (centres undefined)	13
Cc1ccccc1C(=O)N(Cc1ccccn1)CC1CCCO1 (centres undefined)	-3
COc1ccc(C(F)(F)F)cc1NC(=O)C(OC(=O)CNC(=O)c1ccccc1)c1ccccc1 (centres undefined)	6
O=C(OCc1cn(Cc2cc(F)ccc2F)nn1)N1CCOCC1	-7
CCc1cccc(Nc2cc(C)n(-c3cccc(CC)c3)c(=O)c2)c1	-5
O=C(/C=C(\Nc1ccc(F)cc1)c1ccccc1)c1ccccc1	-18
COC(=O)C1=C(C)N(Cc2cccc(C(F)(F)F)c2)C(=NCc2ccc(C(F)(F)F)cc2)NC1c1ccc(F)cc1 (centres undefined)	4
C[C@H]1COc2cc(F)ccc2S(=O)(=O)N1C	7
Cc1ccnc(NC(=S)N2CCC(Nc3cccc(C(F)(F)F)c3)CC2)c1	-6
The listing continues.
SMILES	NR2F2 inh
Cc1ccc(C(=O)C2CCN(CC(=O)N(C)C3CCCCC3)CC2)cc1	-3
C[C@@H]1CCCCO[C@@H](CN(C)C(=O)Nc2ccc(C(F)(F)F)cc2)[C@@H](C)CN([C@H](C)CO)C(=O)c2cc(NS(=O)(=O)c3ccc(Cl)cc3)ccc2O1	9
COC(=O)c1cnn(-c2ccc(F)cc2F)c1/C=N/NC(=S)Nc1ccccc1	48*
O=C(C(=O)N1CCN(C(=O)c2cccs2)CC1)c1cccc(C(F)(F)F)c1	-10
COc1ccc(C(C)=O)cc1CSC(=S)N1CCSCC1	8
C[C@H](CO)N1C[C@H](C)[C@@H](CN(C)C(=O)Nc2ccc3c(c2)OCCO3)OCc2cn(nn2)CCCC1=O	1
O=C(NC1CCCC1)[C@@H]1CCCN1C(=O)[C@@H](NC(=O)N1CCOCC1)C1CCCCC1	7
O=C1NC(Cc2ccc(O)cc2)c2nc3ccc(Cl)cc3c(=O)n2-c2ccc(Cl)cc21 (centres undefined)	18
Cc1ccccc1NCC(=O)N/N=C/c1ccc[nH]1	-6
O=C(NC1CCCCN(Cc2ccc(Cl)cc2)C1=O)c1cccc(F)c1 (centres undefined)	1
C[C@H]1[C@@H](OC(=O)Nc2cccc(Cl)c2)CC[C@@]23CCCN2C(=O)CCC[C@@H]13	8
O=S1(=O)CC(N2CCC(c3ccccc3)CC2)CN1Cc1cn(Cc2ccc(C(F)(F)F)cc2)nn1 (centres undefined)	19
CCCC[C@H](C(=O)N(C)c1ccccc1)[C@@H](O)c1ccc2ccccc2c1	15
COc1cc(OC)c2c(O)c3c(=O)cc(C)oc3c(-c3c(OC)cc4cc5c(c(O)c4c3O)C(=O)CC(C)(O)O5)c2c1 (centres undefined)	0
COc1ccc(CCNC(=O)Nc2ccc3c(c2)[C@@]2(CC(=O)N(CC(C)C)C2c2ccccc2)C(=O)N3C)cc1OC (some centres undefined)	12
COC(=O)C1=C(C)N(Cc2ccc(Br)cc2)C(=S)NC1c1ccc(F)cc1 (centres undefined)	-1
COc1ccccc1C(=O)NC1CCCCN(C)C1=O (centres undefined)	21
CC(=O)c1cc(-c2ccc([N+](=O)[O-])cc2)c(=O)n2c1CCC2	15
O=C(CSc1nnc(Cc2cccs2)n1-c1ccc(Cl)cc1)Nc1ccc(OCc2ccccc2)cc1	0
O=C(NC1CCCCN(Cc2ccc(OC(F)(F)F)cc2)C1=O)c1ccc(F)c(F)c1 (centres undefined)	8
CN1C(=O)c2cc(NS(=O)(=O)c3cccc(F)c3)ccc2OC[C@@H]2O[C@H](CC(=O)O)CC[C@H]21	-6
C=CCN1C(=O)c2n[nH]c(C(C)C)c2C1c1ccc2c(c1)OCO2 (centres undefined)	11
Clc1cccc2c1C1CC2CCN1Cc1ccccc1 (centres undefined)	-9
C[C@H]1[C@@H](OC(=O)NCc2cccs2)CC[C@@]23CCCN2C(=O)CCC[C@@H]13	7
C[C@@H]1CCN(C2CC2)S(=O)(=O)c2c(cccc2N2CC[C@@H](O)C2)O1	-3
Continued:
SMILES	NR2F2 inh
CCC(C)N(C(=O)CSc1nnc(-c2cccnc2)n1C1CCCCC1)C(C)CC (centres undefined)	13
O=C1CC(N2CCCC2)=NC(=O)N1c1ccc(Br)cc1	-1
COC(=O)[C@]12C[C@H](CC(=O)NCc3ccc(OC)c(OC)c3)C(=O)N(Cc3ccccc3)C1=C[C@H](C(C)(C)C)O[C@@H]2C	12
COc1ccc(N2CCN(CCNS(=O)(=O)c3ccc(F)cc3)CC2)cc1	1
Oc1ccccc1C=Nn1c(-c2ccccc2F)n[nH]c1=S	11
CC(=O)CC[C@H]1CC[C@]2(CCCN(C(=O)c3ccccc3)C2)O1	-4
C/C(=C/c1[nH]c(N)[n+](CC2CC2)c1Cc1ccccc1)Cn1[nH]c(=O)n(-c2ccccc2)c1=O	4
O=S1(=O)CC2c3ccccc3CN2CN1Cc1ccc(F)cc1 (centres undefined)	-9
CC(COc1ccc(C(F)(F)F)cc1)CN1CCC(C(O)(c2ccccc2)c2ccccc2)CC1 (centres undefined)	8
